Compound activity (PubChem)
hcGAS inh = Primary biochemical luminescence assay for human cyclic GMP-AMP synthase inhibitors. Q8N884. recombinant h-cGAS, ATP depletion, Kinase-Glo luminescence. inhibition, % at 12.5 µM. actives 0.081% (n = 290,000). AID 1259398, 2018;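 further: 0% = vehicle reaction and 100% = reaction without DNA for no activity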
Target sequence (Q8N884 whole entry, looked up): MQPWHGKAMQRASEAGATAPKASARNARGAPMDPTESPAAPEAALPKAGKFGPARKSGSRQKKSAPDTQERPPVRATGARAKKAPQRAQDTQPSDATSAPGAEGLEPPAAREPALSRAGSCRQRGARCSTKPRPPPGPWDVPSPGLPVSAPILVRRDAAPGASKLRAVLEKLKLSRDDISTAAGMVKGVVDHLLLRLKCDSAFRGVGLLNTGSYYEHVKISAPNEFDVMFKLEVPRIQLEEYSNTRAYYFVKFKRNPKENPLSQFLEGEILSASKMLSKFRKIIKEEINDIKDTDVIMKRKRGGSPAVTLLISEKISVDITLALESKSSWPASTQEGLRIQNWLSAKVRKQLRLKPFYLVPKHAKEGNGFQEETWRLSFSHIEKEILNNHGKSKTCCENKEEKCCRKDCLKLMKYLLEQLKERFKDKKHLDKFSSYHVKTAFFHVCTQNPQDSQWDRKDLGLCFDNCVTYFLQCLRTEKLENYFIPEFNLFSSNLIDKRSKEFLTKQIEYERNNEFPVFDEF
mcGAS inh = cyclic GMP-AMP synthase inhibitors, mouse, primary biochemical chemiluminescence. recombinant cGAS, Kinase-Glo ATP depletion luminescence. actives 0.15% (n = 160,000). inhibition, % at 12.5 µM. AID 1259399, 2018;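 further: 0% = negative control wells and 100% = reference inhibitor with no enzyme activity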
NPYLR7 agonist = agonists of mosquito NPYLR7 receptor, primary screen, cell-based, Aedes aegypti, calcium fluorescence, mosquito biting behavior; HEK293T NPYLR7/Galpha15, GCaMP6s calcium fluorescence; actives 0.15% (n = 270,000); activation, % at 10 µM; in the data active means activation above about 40%;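 further: 0% = vehicle and 100% = reference agonist at the receptor; some compounds past the cut are filed as inactive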
Numbers without * were called inactive; / = no result given; & = joins results of further samples. Unless noted, no stated cut-off is given here; in the data, active means inhibition above about 40%; inactive means the rest.

entry	smiles	hcGAS inh	mcGAS inh	NPYLR7 agonist
1	Cc1ccc2nc(CN(C)Cc3cccc(Cl)c3Cl)cn2c1	-11	/	3
2	Fc1ccc(Oc2ncnc3[nH]ccc23)cc1Cl	-2	3	-3
3	O=C1COc2ccc(-c3cccc(-c4cccc(NC(=O)c5cc6ccccc6s5)c4)n3)cc2N1	-4	-6	-3
4	CN(C)c1ccccc1C(=O)N1CCCC(C(=O)c2ccc3ccccc3c2)C1 (configuration not stated)	-4	-7	7
5	Cc1ccc(Cc2nc(N3CCCNCC3)c3c(-c4cccnc4)noc3n2)cc1	-1	/	1
6	COc1cc(/C=C\C(=O)Nc2cc(-c3cccs3)nn2-c2nc(C)cc(=O)[nH]2)cc(OC)c1OC	-7	/	1
7	CCc1cccc(NC(=O)N2CCC3(CC2)SCCN3C(=O)c2ccc(C(C)(C)C)cc2)c1	-11	-5	/
8	CC(=O)NCCNc1nc2cc(-c3cccc(C(F)(F)F)c3)sc2c(=O)n1C	-15	/	7
9	CCOc1ccc(C2=Nn3c(CC)nnc3SC2)cc1	10	-1	2
10	O=C(c1csc2ccccc12)N1CCN(C(c2ccccc2)c2ccc(Cl)cc2)CC1 (configuration not stated)	-2	-4	24

The listing continues:
entry	smiles	hcGAS inh	mcGAS inh	NPYLR7 agonist
11	CCCNC(=O)C1(C)CCCN(Cc2cccs2)C1 (configuration not stated)	-11	/	0
12	O=C(C1=C(O)C(=O)N(c2ccc(=O)[nH]c2)C1c1ccc(Cl)cc1)c1cccs1 (configuration not stated)	4	-2	-1
13	Cc1nc2n(n1)C(=O)C(C(c1cccs1)N1CCCC(C)C1)S2 (configuration not stated)	-6	-7	-4
14	O=C(Nc1ccc(C(F)(F)F)cc1)N1CCN(Cc2ccncc2)CC1	-6	/	7
15	N#Cc1ccc(S(=O)(=O)NCCCn2nc3ccccn3c2=O)cc1Cl	-6	/	2
16	CCCCCN(CC(=O)N1CCc2sccc2C1c1ccc(Cl)cc1Cl)C(=O)c1ccc(Br)cc1 (configuration not stated)	1	-3	5
17	O=C(/C=C/c1ccncc1)NC1CS(=O)(=O)CC1N1CCCCC1 (configuration not stated)	-6	/	7
18	COc1cccc(CN(Cc2cccc(C(F)(F)F)c2)Cc2nc(C(=O)NCCN3CCOCC3)co2)c1	0	-2	9
19	COc1cc(N(C)CC2CC(=O)N(C3CCCC3)C2)ncn1 (configuration not stated)	-3	-16	7
20	Clc1ccc2c(-n3ccnc3)ccnc2c1	57*	/	-11

(more compounds)
entry	smiles	hcGAS inh	mcGAS inh	NPYLR7 agonist
21	CCn1c(=O)c(C(=O)NCc2ccncc2)c(O)c2ccccc21	-1	-7	6
22	Cc1cc2cc(CCNC(=O)C3CCCCC3)c(=O)[nH]c2cc1C	3	-4	2
23	CCCNC(=O)C(NS(=O)(=O)c1ccccc1)C1CCN(C(=O)c2ccco2)CC1 (configuration not stated)	0	-4	0
24	COc1cccc(C(CN2CCN(C(=O)C3C[C@H]3c3ccccc3)CC2)OCc2cccc(Cl)c2)c1 (some centres not stated)	-2	-4	4
25	COc1ccc(-c2noc(-c3cc4ccccc4o/c3=N/NS(=O)(=O)c3ccc(C)cc3)n2)cc1	5	/	-2
26	C=CCCC(=O)N1C[C@@H](C(=O)OCC)[C@@H]2Oc3c(C)cccc3[C@@H]21	4	2	-2
27	CC(=O)Cn1c2ccccc2n2nc(C)c(=O)nc12	-15	/	13
28	COc1ccc(CN2CCNC(=O)C2CC(=O)NCCc2ccccc2OC)c(OC)c1 (configuration not stated)	-4	/	-1
29	COCCCN(Cc1csc(COc2c(OC)cccc2OC)n1)C(=O)c1cccc(OC)c1	-6	-6	0
30	CC(=O)CC(C)(C)NC(=O)CCN(C)Cc1sccc1C	-15	/	5

Carrying on.
entry	smiles	hcGAS inh	mcGAS inh	NPYLR7 agonist
31	O=C1CCCN1c1ccc(S(=O)(=O)N2CCOc3ccccc32)cc1	-8	/	6
32	CC(=O)c1cn(CC(=O)Nc2cc(C)ccc2C)c(=O)n(C)c1=O	-5	/	5
33	O=C(COc1ccccc1)NC1CCc2ccccc21 (configuration not stated)	-2	/	1
34	CC(C)N(C)C(=O)c1ccc(CNC(=O)/C=C/c2cccnc2)cc1	-3	/	-3
35	O=C(Cn1cnc([N+](=O)[O-])n1)N/N=C\c1ccc([N+](=O)[O-])cc1	-5	-5	-7
36	COc1ccc(CNC(=O)c2ccc(CSc3nnc4ccccn34)cc2)cc1	-6	-3	-7
37	O=C(NCc1ccccn1)C(C1CCCC1)N1CCN(C(=O)c2ccc(Cl)cc2)CC1 (configuration not stated)	5	0	-7
38	CCN(C(=O)C1CCS(=O)(=O)C1)C(Cc1ccc(C)cc1)C1CC1 (configuration not stated)	2	/	3
39	COc1cccc(-c2c(NCc3ccccc3)oc3c2c(=O)n(C)c(=O)n3C)c1OC	-5	-9	-2
40	COc1ccc2[nH]c(CNC(=O)c3cc(NC(C)=O)ccc3Cl)cc2c1	1	-12	16

Remaining list, next part:
entry	smiles	hcGAS inh	mcGAS inh	NPYLR7 agonist
41	COc1ccc(NC(=O)c2ccc(-n3nc(-c4ccc(Cl)cc4)cc3N)cc2)cc1Cl	-4	-5	-7
42	C=CCNC(=O)CCn1cnc2c([nH]c3ccc(F)cc32)c1=O	-3	-8	/
43	COc1cccc(Cc2nc3c(c(=O)[nH]2)CN(C(=O)Nc2c(Cl)cccc2Cl)CC3)c1	-2	-5	-2
44	O=C1NC(=S)SC1=Cc1cc(O)c(O)c(Cl)c1	39	/	99*
45	COc1ccc(S(=O)(=O)N(CC(=O)N2CCc3sccc3C2c2ccccc2C)C(C)C)cc1 (configuration not stated)	-4	-3	-5
46	COc1ccc(CC2CN(S(=O)(=O)c3cccs3)CCO2)cc1 (configuration not stated)	-6	/	7
47	N#Cc1cccc(C(=O)Nc2ccccc2OCC(F)(F)F)c1	-16	/	6
48	CC(NC(=O)c1cc2n(n1)CCCN(C)C2)c1ccccc1C(F)(F)F (configuration not stated)	-6	-15	21
49	CCC(C)NC(=O)CN(Cc1ccccc1)Cc1nc2ccsc2c(=O)[nH]1 (configuration not stated)	-4	/	5
50	CCOc1ccccc1Oc1c(C)oc2c3c(ccc2c1=O)OCN(C1CC1)C3	-6	-12	-7

(further entries)
entry	smiles	hcGAS inh	mcGAS inh	NPYLR7 agonist
51	Cc1cc(C)nc(N/N=C\c2cccc(O)c2)n1	-5	-8	7
52	Cc1ccoc1C(=O)N1CCNCC1C(=O)NC1CC1 (configuration not stated)	-5	/	-2
53	COc1ccc(S(=O)(=O)Oc2cccc(CN(CC3CCCO3)C(=O)c3ccccc3Cl)c2)cc1 (configuration not stated)	-2	-8	/
54	COc1ccnc(NC(C)c2cccc(Br)c2)n1 (configuration not stated)	1	0	-3
55	C=CCOc1c(I)cc(/C=N\NC(=O)COc2nc(C)cc(COC)c2C#N)cc1I	3	-1	-2
56	CS(=O)(=O)CCCOc1c(Cl)cccc1Cl	-6	/	8
57	CC(C)N1CCN(C(=O)C2CCN(c3cnn(CC4CC4)c(=O)c3)C2)CC1 (configuration not stated)	-10	-6	/
58	Cc1ccc(N2C(=O)CC(N3CCN(S(=O)(=O)c4cccs4)CC3)C2=O)cc1 (configuration not stated)	-6	/	-2
59	COCCNC(=O)C(NC(=O)c1cccc(C)c1)C1CCN(C(=O)C2CCCC2)CC1 (configuration not stated)	-5	-9	13
60	CNc1nc(C)cc(N2CCC(=O)N(Cc3ccc(F)cc3)C(C(C)C)C2)n1 (configuration not stated)	-5	/	8

(listing goes on)
entry	smiles	hcGAS inh	mcGAS inh	NPYLR7 agonist
61	O=c1c2sc(-c3ccc(F)cc3)cc2ncn1Cc1nc2ccccc2[nH]1	-8	/	1
62	CCOCCn1cc(C2CCN(S(=O)(=O)c3cccc(Cl)c3C)CC2)c2ccccc21	-5	-6	6
63	Cc1nc2c(C(=O)N3CCC(c4[nH]ncc4-c4ccccc4)CC3)cccc2[nH]1	1	/	-2
64	OCc1ccc(-c2ccc(Cl)cc2)s1	2	/	2
65	CC(=O)Nc1nc(C)c(-c2csc(Nc3ccc(C)cc3)n2)s1	-10	/	2
66	CCN(CC)c1ccc(CNC(=O)Cn2ccc(=O)[nH]c2=O)cc1F	-3	-11	-5
67	CCOc1ccc(-n2nnnc2CNC(=O)NCc2ccc(OC)c(OC)c2)cc1	0	1	5
68	CCc1ocnc1C(=O)Nc1c(C)cnn1C(CC)CC	-2	-14	7
69	COc1ccc(-c2cc(C(=O)NCc3ccncc3)nc3c(-c4ccccc4)c(C)nn23)cc1	-4	-4	-1
70	CC(C)=CC1C(C(=O)Nn2cnc3ccccc32)C1(C)C (configuration not stated)	0	0	7

(listing goes on)
entry	smiles	hcGAS inh	mcGAS inh	NPYLR7 agonist
71	CC(Oc1ccccc1Br)C(=O)N1CCCC(O)C1 (configuration not stated)	-8&-7	/	4
72	Cc1cc(C)c(C#N)c(N2CCN(CCOc3ccc(Cl)cc3)CC2)n1	-3	-2	1
73	O=S(=O)(NCCCc1nc2ccccc2s1)NCc1ccccc1	-4	/	-1
74	O=C(Nc1cccc(-c2cc3ccccc3[nH]2)c1)C1CCN(C(=O)c2cncs2)CC1	-4	/	-2
75	Cc1ccc(S(=O)(=O)Cc2noc(-c3ccccc3Cl)n2)cc1	-10	/	12
76	CN1CCC(C(=O)NC(c2ccc(F)cc2)C2CCCC2)CC1=O (configuration not stated)	-14	/	-1
77	CC(=O)N1CCN(Cc2nnnn2-c2ccc(F)cc2)CC1	-3	-9	-2
78	Fc1ccc(N2CCC(CNCc3csc(-c4ccco4)n3)C2)cc1 (configuration not stated)	-6	-15	3
79	CC12CC(c3cc(Cl)ccc3O1)C(S(=O)(=O)c1ccccc1)C(=O)N2 (configuration not stated)	-11	-7	12
80	CCOC(=O)c1c(NC(=O)Cc2ccc(OC)cc2)sc(C(=O)Nc2ccccc2F)c1C	-3	-4	-2

Next section:
entry	smiles	hcGAS inh	mcGAS inh	NPYLR7 agonist
81	O=[N+]([O-])c1cccc2c(Br)cccc12	-10	/	-7
82	COC(=O)C1CCN(C(c2ccc(F)cc2)C2Sc3ncnn3C2=O)CC1 (configuration not stated)	2	-1	-1
83	O=C(Cc1ccc2c(c1)CCC2)Nc1ccnn1C1CCCC1	-4	/	-3
84	N#CCCN(CCC#N)c1ccncc1	-7	/	-8
85	O=S1(=O)NC(=NC2CCCc3ccccc32)c2ccccc21 (configuration not stated)	-7	-5	5
86	O=C(/C=C/c1ccccc1)N1CCN(c2cc(Oc3ccc(F)cc3F)ncn2)CC1	-6	-9	21
87	Cc1cc(C)c(NC(=O)CN(C)S(=O)(=O)c2ccc3c(c2)OCCCO3)c(Cl)c1	-6	/	-3
88	O=C(CSc1ccc(-c2ccc(-n3cccn3)cc2)nn1)N1CCCc2ccccc21	-11	-8	-1
89	CCOc1ccc(-n2c(CNC(=O)c3cccs3)nnc2SCC(=O)Nc2nccs2)cc1	-5	-4	3
90	Cc1ccc(N2CCCS2(=O)=O)cc1NC(=O)c1cnc2ccccc2n1	-9	/	4

Carrying on:
entry	smiles	hcGAS inh	mcGAS inh	NPYLR7 agonist
91	Fc1ccc(CSCc2csc(-c3ccc(F)cc3)n2)cc1	7	/	-4
92	Cc1cc2nc(-c3cccs3)cc(-c3nnc(SCc4ccc(CC(=O)OCC(=O)c5ccccc5)cc4)n3C(C)C)c2cc1C	-3	-5	1
93	CC(C(=O)Nc1ccc(N2CCOCC2)cc1)N1CCN(Cc2csc(C(C)(C)C)n2)CC1 (configuration not stated)	-2	/	0
94	COc1ccc(-c2ccccc2NC(=O)C2CCCN(Cc3cnc(SC)nc3)C2)cc1 (configuration not stated)	-7	-12	5
95	O=C(c1ccc([N+](=O)[O-])cc1)N(Cc1ccncc1)c1nc2c(F)cccc2s1	-10	-8	-4
96	Cc1cc(NC(=O)c2ccccc2Cl)n(-c2nc3c(cnn3-c3cccc(C)c3C)c(=O)[nH]2)n1	1	8	/
97	CC(C)COC(=O)Nc1ccc(S(=O)(=O)Nc2c(Cl)cccc2Cl)cc1	-5	/	-3

Structural class: those above containing an NH in an aromatic ring.
entry	smiles	hcGAS inh	mcGAS inh	NPYLR7 agonist
2	Fc1ccc(Oc2ncnc3[nH]ccc23)cc1Cl	-2	3	-3
6	COc1cc(/C=C\C(=O)Nc2cc(-c3cccs3)nn2-c2nc(C)cc(=O)[nH]2)cc(OC)c1OC	-7	/	1
12	O=C(C1=C(O)C(=O)N(c2ccc(=O)[nH]c2)C1c1ccc(Cl)cc1)c1cccs1 (configuration not stated)	4	-2	-1
22	Cc1cc2cc(CCNC(=O)C3CCCCC3)c(=O)[nH]c2cc1C	3	-4	2
40	COc1ccc2[nH]c(CNC(=O)c3cc(NC(C)=O)ccc3Cl)cc2c1	1	-12	16
42	C=CCNC(=O)CCn1cnc2c([nH]c3ccc(F)cc32)c1=O	-3	-8	/
43	COc1cccc(Cc2nc3c(c(=O)[nH]2)CN(C(=O)Nc2c(Cl)cccc2Cl)CC3)c1	-2	-5	-2
49	CCC(C)NC(=O)CN(Cc1ccccc1)Cc1nc2ccsc2c(=O)[nH]1 (configuration not stated)	-4	/	5
61	O=c1c2sc(-c3ccc(F)cc3)cc2ncn1Cc1nc2ccccc2[nH]1	-8	/	1
63	Cc1nc2c(C(=O)N3CCC(c4[nH]ncc4-c4ccccc4)CC3)cccc2[nH]1	1	/	-2
66	CCN(CC)c1ccc(CNC(=O)Cn2ccc(=O)[nH]c2=O)cc1F	-3	-11	-5
74	O=C(Nc1cccc(-c2cc3ccccc3[nH]2)c1)C1CCN(C(=O)c2cncs2)CC1	-4	/	-2
96	Cc1cc(NC(=O)c2ccccc2Cl)n(-c2nc3c(cnn3-c3cccc(C)c3C)c(=O)[nH]2)n1	1	8	/
